ROC1-CUL1 inh – inhibitors of human ROC1-CUL1 ubiquitin ligase activity; P62877+Q13616; in vitro K48 di-Ub FRET, acceptor:donor ratio, 45 min; inhibition, % at 10 µM; 0.6% of 140,000 active; AID 1347404; in the data active = inhibition above about 25%
Target sequence (P62877 whole entry, looked up): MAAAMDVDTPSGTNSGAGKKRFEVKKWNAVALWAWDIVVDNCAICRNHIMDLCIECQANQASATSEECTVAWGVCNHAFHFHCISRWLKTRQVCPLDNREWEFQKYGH
Target sequence (Q13616 whole entry, looked up): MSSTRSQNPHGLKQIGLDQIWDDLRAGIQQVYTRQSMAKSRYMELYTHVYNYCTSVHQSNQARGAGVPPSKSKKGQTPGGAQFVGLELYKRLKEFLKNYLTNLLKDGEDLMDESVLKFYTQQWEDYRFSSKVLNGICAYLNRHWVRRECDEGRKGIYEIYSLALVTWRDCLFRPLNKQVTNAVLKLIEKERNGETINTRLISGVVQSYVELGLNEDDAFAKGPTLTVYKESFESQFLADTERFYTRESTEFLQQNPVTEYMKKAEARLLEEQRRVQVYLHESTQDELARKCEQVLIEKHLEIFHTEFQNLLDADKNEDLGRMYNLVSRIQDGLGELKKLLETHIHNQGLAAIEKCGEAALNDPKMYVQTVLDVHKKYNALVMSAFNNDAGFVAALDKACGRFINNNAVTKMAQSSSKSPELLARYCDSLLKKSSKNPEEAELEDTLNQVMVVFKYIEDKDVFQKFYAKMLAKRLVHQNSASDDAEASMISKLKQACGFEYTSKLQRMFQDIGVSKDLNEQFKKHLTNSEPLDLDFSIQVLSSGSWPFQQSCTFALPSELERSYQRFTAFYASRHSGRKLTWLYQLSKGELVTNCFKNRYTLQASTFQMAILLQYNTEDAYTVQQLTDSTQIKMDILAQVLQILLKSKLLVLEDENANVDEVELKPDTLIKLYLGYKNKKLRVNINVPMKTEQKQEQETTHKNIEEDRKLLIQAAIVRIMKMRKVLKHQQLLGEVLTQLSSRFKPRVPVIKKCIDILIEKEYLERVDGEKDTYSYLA
* = called active by the depositor.

SMILES	ROC1-CUL1 inh
Cc1ccc(S(=O)(=O)N(C)c2c(C)ccc(S(=O)(=O)N3CCN(C)CC3)c2C)cc1	10
CSC(=NC#N)SCSc1cc(C)nn1-c1ccccc1	13
O=C1NN(c2ccc(Cl)c(Cl)c2)C(=O)/C1=C/c1ccc(Br)cc1	57*
Cc1cc(=O)[nH]c(SCC(=O)c2ccc(F)cc2F)n1	-4
COc1cccc(Cn2cc(C(=O)c3ccccc3)c(=O)c3cc4c(cc32)OCO4)c1	1
Nc1nc(CSCCO)nc(Nc2ccccc2)n1	-2
COC(=O)CN1C(=O)C2(c3ccccc31)c1c(c3ccccc3oc1=O)OC(=N)C2C#N (configuration not stated)	6
O=S(=O)(Cc1ccc(Cl)cc1)N1CCCCC1	-1
Cn1cncc1C(=O)c1ccccc1F	8
COc1ccc(-n2nc3c(N4CCCC(C(=O)NCCc5ccccc5C)C4)nnc(C)c3c2C)cc1 (configuration not stated)	7
CC(C)(C)c1ccc(OCCOc2ccccc2/C=C2\SC(=N)NC2=O)cc1	-1
COc1ccc(Oc2ccc(NC(=O)CCCC(=O)O)cc2)cc1	1
C/C(=N\NC(=O)c1c(-c2ccccc2Cl)noc1C)c1ccc(NC(=O)c2ccc(C)s2)cc1	-13
COCCNC(=O)c1ccc2c(c1)N(Cc1cccc(Cl)c1)C(=O)c1ccccc1S2=O (configuration not stated)	-1
Cc1ccc(C)c(N2CC(C(=O)Nc3ccccc3F)CC2=O)c1 (configuration not stated)	16
O=C(NC12CC3CC(CC(C3)C1)C2)c1coc(CN2CCN(c3ccccc3F)CC2)n1	4
COC(=O)CN(c1ccc(C23CC4CC(CC(C4)C2)C3)cc1)S(C)(=O)=O	7
CC(=O)c1c(C)oc2c1cc(O)c1ccccc12	-13
Cc1ccc(NC(=O)Cn2nnc(-c3ccccc3)n2)c(C)c1	7
O=C(CCn1cccn1)Nc1cccc(C(F)(F)F)c1	-10
Cc1cccc(C)c1N(CC(=O)NCCSc1ccccn1)S(C)(=O)=O	-14
CC(O)CNc1ccc(-c2nc(-c3cccc(C(F)(F)F)c3)no2)cn1 (configuration not stated)	-4
Cc1ccc(-n2c(SCC(=O)N/N=C/c3ccco3)nnc2-c2ccccc2)cc1	0
COc1ccc(N2C(=O)CSC23C(=O)N(Cc2ccccc2F)c2ccccc23)cc1Cl (configuration not stated)	8
CCOC(=O)c1sc(N2N=C(C)C(N=Nc3cccc(C)c3)C2=O)nc1C (configuration not stated)	6
Later entries
SMILES	ROC1-CUL1 inh
CCOC(=O)c1ccccc1NC(=O)CSc1ncc2c(n1)-c1ccccc1N(CC)S2(=O)=O	13
CCCCN1CC(C(=O)Nc2ccccc2)CC1=O (configuration not stated)	-7
COCC1CCN(c2ccc(-c3nc(C(C)C)no3)cn2)C1 (configuration not stated)	13
Cc1ccc(NC(=O)c2ccc(-c3cc(Cl)ccc3Cl)o2)cc1NC(=O)c1ccccc1	6
CCCOc1ccc(CN2C(=O)NC(=O)/C(=C\c3ccc(OCC(=O)O)cc3)C2=O)cc1OC	-8
O=C(Oc1ccc(C2CCCCC2)cc1)C1c2ccccc2Oc2ccccc21	-1
CCOc1ccc(-c2nc(CSCC(=O)NCc3ccc(Cl)cc3)c(C)o2)cc1	-6
CC(C)Oc1ccc(C(=O)Nc2nc3c(s2)CC(C(C)(C)C)CC3)cc1 (configuration not stated)	1
Cn1c(=O)c2nc3ccc(NC(=O)C(F)(F)F)cc3nc2n(C)c1=O	-6
CCOC(=O)C1C(C)=NC(=S)NC1c1ccc(OCC(=O)NCc2ccccc2)c(OC)c1 (configuration not stated)	-4
Cc1ccc(-c2cc(C(=O)N(Cc3ccc(C(C)(C)C)cc3)Cc3ccco3)no2)cc1	-12
Cc1cccc(NC(=O)c2sc3nc4c(cc3c2N)CN(Cc2ccccc2)CC4)c1	-15
CCOC(=O)N1CCN(c2nc(-c3ccc(OC)cc3)cs2)CC1	8
CCOc1ccc(C(=O)Nc2cccc(OCc3cc(=O)n4cc(C)sc4n3)c2)cc1	-5
CCCN(CCC)C(=O)Cn1c(=O)n(Cc2ccc(C(=O)NCCc3ccc(OC)c(OC)c3)cc2)c(=O)c2ccccc21	-11
O=C(COc1cccc(Cl)c1)N1CCC(c2nc3ccccc3s2)CC1	2
CCC(C(=O)Nc1cc(-c2nc3cccnc3s2)ccc1C)c1ccccc1 (configuration not stated)	2
N#CC1C(=N)OC2=C(CCCC2)C1c1ccccc1Cl (configuration not stated)	2
CC1=NN(c2ccc(Br)cc2)C(=O)C1C=Nc1ccccc1 (configuration not stated)	5
CCOC(=O)N1CCC(O)(c2ccccc2)CC1	-5
CCc1ccc(N(CC)C(=O)c2cc3c(=O)oc4ccc(C)cc4c3s2)cc1	-8
CC(O)c1cccc(NC(=O)COc2ccc(Cl)cc2)c1 (configuration not stated)	-3
COc1ccc(S(=O)(=O)Nc2cccc(N(C)S(C)(=O)=O)c2)c(Cl)c1Cl	0
CCC(=O)Nc1nc(-c2ccc(C)c(C)c2)cs1	1
N#CC1CC(=O)N(c2ccc(Cl)cc2)C1=N (configuration not stated)	0
Other compounds:
SMILES	ROC1-CUL1 inh
COc1cccc(N2C(=O)C(CC(=O)Nc3ccc(Cl)cc3)N(Cc3ccc4c(c3)OCO4)C2=O)c1 (configuration not stated)	-3
CS(=O)(=O)Nc1ccc(-c2ccccc2)cc1	0
Cc1ccc(C(=O)NCCC2CN(c3cnn(C)c(=O)c3)CCO2)s1 (configuration not stated)	-2
Cc1[nH]c2ccccc2c1/C=N/NC(=O)CCC(=O)Nc1ccccc1	-2
COc1ccc(N2CCN(CC(O)COc3ccc(C)c(C)c3)CC2)cc1 (configuration not stated)	-6
CNC(=O)c1ccc(C2CCCN2C(=O)CN(C)Cc2ccccn2)s1 (configuration not stated)	0
CC(=O)c1ccc(NC(=O)Nc2ccc3snnc3c2)cc1	6
CC(=O)Nc1ccc(CNC2CC(C)(C)Cc3nc(C(C)(C)C)ncc32)cc1 (configuration not stated)	-5
Cc1ccc(C)c(NC(=O)Cn2cnc3c(oc4ccccc43)c2=O)c1	-3
Cc1c(C(=O)Nc2ccn(C34CC5CC(CC(C5)C3)C4)n2)c(-c2ccccc2)nn1-c1ccccc1	-4
Cc1ccccc1OC(C)C(=O)Nc1cccc(O)c1 (configuration not stated)	1
Cc1nc(C(=O)c2ccccc2)c(C)o1	-2
CC(C)OC(=O)c1ccc(NC(=O)Nc2ccccc2)cc1	5
COC(=O)c1c(-c2ccc(Cl)cc2)csc1NC(=O)CCCC(=O)O	3
CCc1ccc(-n2c3nc(=O)[nH]c(=O)c-3cc3c(C)nn(-c4ccccc4)c32)cc1	-1
CC(C)c1nnc(NC(=O)COc2cccc(Cl)c2)s1	7
CCOc1ccc(N2C(=O)c3[nH]nc(-c4ccc(OC)cc4)c3C2c2cccs2)cc1 (configuration not stated)	5
CCCCOc1ccc(C(=O)Nc2ccccc2-c2nc3ccccc3[nH]2)cc1	0
O=C(O)c1c2c(nc3ccccc13)C1Cc3c(nc4ccccc4c3C(=O)O)C(C2)C1	-2
Cc1nc(C2CCNCC2)cc(N2CCN(c3ncccc3C#N)CC2)n1	6
Cc1nn(C(=O)c2cc3c(s2)CCCC3)c(-c2ccccc2)c1Sc1ccccc1	-7
CCC(=O)NC(=S)Nc1ccc(NC(=S)NC(=O)c2ccco2)cc1	9
O=C(CCCn1c(=O)c2ccccc2n(CC(=O)Nc2ccc(F)cc2F)c1=O)NCc1ccccc1Cl	-2
O=C(O)CN(CCN(CC(=O)O)CC(=O)Nc1cccc2ccccc12)CCN(CC(=O)O)CC(=O)Nc1cccc2ccccc12	2
Cc1ccc2nc(-c3ccc(N4C(=O)CC(NC5CCCCCCC5)C4=O)cc3)sc2c1 (configuration not stated)	1
Next records:
SMILES	ROC1-CUL1 inh
Cc1cc(S(=O)(=O)NC2CC(C)(C)NC(C)(C)C2)ccc1F	2
CC(Oc1ccccc1)C(=O)Nc1ccc(C(=O)NC(C)(C)C)cc1 (configuration not stated)	3
COc1cccc(CC(=O)Nc2ccc3nc(N4CCC(C)CC4)cc(C)c3c2)c1	-5
CC(C)c1cc(Br)ccc1NC(=O)CN1CCOCC1	-9
Cc1ccc(S(=O)(=O)N=S=C(Sc2ccccc2)c2c(C)cc(C)cc2C)cc1	6
Cc1c(CC(=O)NCc2nccn2C)c2c(n1CC(C)C)CC(C)(C)CC2=O	5
COC1(OC)OC(c2ccccc2)=C(C#N)C(c2ccco2)C1(OC)OC (configuration not stated)	6
CC(Oc1ccccc1C(C)C)C(=O)N1CCOCC1 (configuration not stated)	1
COc1ccc(-c2onc(C)c2C)cc1S(=O)(=O)Nc1cccc(C#N)c1	-4
CN1CCc2nc3sc(C(=O)Nc4c(Cl)cccc4Cl)c(N)c3cc2C1	11
O=C(NNC(=O)C1CCCCC1C(=O)O)c1ccncc1 (configuration not stated)	6
Cc1ccc(N2C(=N)C(C#N)C(c3ccc(Cl)cc3)=C(C#N)C2=O)cc1 (configuration not stated)	2
CN1C(=O)C2(c3ccccc31)N(c1cccc(C(F)(F)F)c1)C(=O)CS2(=O)=O (configuration not stated)	17
NC(=S)Cc1nc2ncccc2[nH]1	-1
Cc1cc(C2=CCCCC2)cs1	3
COc1cc(NC(=O)CCc2c(C)nc3nc(-c4cc(OC)cc(OC)c4)nn3c2C)cc(OC)c1	-1
O=C(c1cc(F)ccc1F)C1CCCN(C(=O)C2=CCCC2)C1 (configuration not stated)	-3
CC(=O)Nc1ccc(C2c3c(n[nH]c3-c3ccc(Br)cc3)OC(=N)C2C#N)cc1 (configuration not stated)	11
C=CCNS(=O)(=O)Cc1ccc(Cl)cc1Cl	4
CCOC(=O)c1cccc(NC(=O)c2cc3c(=O)n(Cc4ccccc4)ccc3nc2C)c1	-1
CCc1noc(C)c1C(=O)Nc1ncc(C)s1	-1
CCCCn1cc(S(=O)(=O)c2ccc(Cl)cc2)c(=O)c2cc(F)c(N3CCCC(C)C3)cc21 (configuration not stated)	-3
COc1cccc(OC)c1C(=O)NCc1ccc(Cl)c(Cl)c1	-2
COC(=O)c1ccccc1NC(=O)CN1CCN(C(c2ccccc2)c2ccccc2)CC1	5
C=C(C)Cn1c(=O)c2c(nc3n2C(C)C(C)=NN3C/C=C/C)n(C)c1=O (configuration not stated)	4
Carrying on:
SMILES	ROC1-CUL1 inh
O=C(NCc1ccccc1Cl)C(=O)NCC(c1cccs1)S(=O)(=O)c1ccccc1 (configuration not stated)	2
CCCOc1ccccc1C(c1c(C)[nH]c2ccccc12)c1c(C)[nH]c2ccccc12	-1
Cc1ccc2nc(Cl)c(C3c4c(ccc5ccccc45)OC(=N)C3C#N)cc2c1 (configuration not stated)	-2
COCCNC(=O)c1ccc2c(=O)n(CCc3ccccc3)c(SCC(=O)CC(=O)OC)nc2c1	9
Clc1ccc(COn2nnc3ccccc32)cc1Cl	0
CC1=NN(c2cccc(S(=O)(=O)O)c2)C(=O)C1	7
COc1ccccc1C(=O)Nc1cc(Cl)ccc1C(F)(F)F	1
COc1ccc(N2CC(NC(=O)c3cccs3)CC2=O)cc1 (configuration not stated)	7
Cc1ccc2c(c1)C(=O)C(S(=O)(=O)c1ccc(C)c(C)c1)C=N2 (configuration not stated)	-6
CC1CCN(S(=O)(=O)c2cccc(C(=O)N(C)C3(C)CCS(=O)(=O)C3)c2)CC1 (configuration not stated)	6
Cc1cccc(C)c1Nc1c(-c2ccccc2O)nc2ncccn12	2
O=S(=O)(c1ccccc1)N1N=C(c2ccc(Cl)cc2)CC1c1ccco1 (configuration not stated)	3
Cc1cccc(OCCCCn2ccnc2)c1C	-11
CC(=O)Nc1ccc(S(=O)(=O)Nc2cccc(-c3ccc(N4CCC(C)CC4)nn3)c2)cc1	-3
COc1cc(OC)c(C2=NOC3C(OC)OC(OC)C23)c(OC)c1 (configuration not stated)	-7
Cn1cnnc1SCCC(=O)O	-2
Cc1ccc(-n2c(=O)c3c(cnn3C)n(Cc3ccccc3F)c2=O)cc1	-5
O=C(Nc1ccc(SC(F)F)cc1)c1cc(-c2cccs2)on1	-9
CCOc1ccc(C2=CSC3=NCCN23)cc1Cl	-4
O=c1c(/C=N/N=C2\SC(=Nc3ccccc3)C(=Nc3ccccc3)N2c2ccccc2)coc2ccccc12	-5
Fc1ccc(CNc2cc(-c3ccccc3)nc3nncn23)cc1	-1
CCCNC(=O)CCSc1ccc(Cl)cc1	-1

A second format for part of the listing above.
| SMILES | ROC1-CUL1 inh |
| --- | --- |
| O=C(NCc1ccccc1Cl)C(=O)NCC(c1cccs1)S(=O)(=O)c1ccccc1 (configuration not stated) | 2 |
| CCCOc1ccccc1C(c1c(C)[nH]c2ccccc12)c1c(C)[nH]c2ccccc12 | -1 |
| Cc1ccc2nc(Cl)c(C3c4c(ccc5ccccc45)OC(=N)C3C#N)cc2c1 (configuration not stated) | -2 |
| COCCNC(=O)c1ccc2c(=O)n(CCc3ccccc3)c(SCC(=O)CC(=O)OC)nc2c1 | 9 |
| Clc1ccc(COn2nnc3ccccc32)cc1Cl | 0 |
| CC1=NN(c2cccc(S(=O)(=O)O)c2)C(=O)C1 | 7 |
| COc1ccccc1C(=O)Nc1cc(Cl)ccc1C(F)(F)F | 1 |
| COc1ccc(N2CC(NC(=O)c3cccs3)CC2=O)cc1 (configuration not stated) | 7 |
| Cc1ccc2c(c1)C(=O)C(S(=O)(=O)c1ccc(C)c(C)c1)C=N2 (configuration not stated) | -6 |
| CC1CCN(S(=O)(=O)c2cccc(C(=O)N(C)C3(C)CCS(=O)(=O)C3)c2)CC1 (configuration not stated) | 6 |
| Cc1cccc(C)c1Nc1c(-c2ccccc2O)nc2ncccn12 | 2 |
| O=S(=O)(c1ccccc1)N1N=C(c2ccc(Cl)cc2)CC1c1ccco1 (configuration not stated) | 3 |
| Cc1cccc(OCCCCn2ccnc2)c1C | -11 |
| CC(=O)Nc1ccc(S(=O)(=O)Nc2cccc(-c3ccc(N4CCC(C)CC4)nn3)c2)cc1 | -3 |
| COc1cc(OC)c(C2=NOC3C(OC)OC(OC)C23)c(OC)c1 (configuration not stated) | -7 |
| Cn1cnnc1SCCC(=O)O | -2 |
| Cc1ccc(-n2c(=O)c3c(cnn3C)n(Cc3ccccc3F)c2=O)cc1 | -5 |
| O=C(Nc1ccc(SC(F)F)cc1)c1cc(-c2cccs2)on1 | -9 |

Not all compounds are listed (hit frequency here may not be typical).
